Source: PubChem BioAssay
ELG1 repair inh: inhibitors of ELG1-dependent DNA repair in HEK293T cells; HEK293T ELG1-luciferase reporter, luminescence, 16 h; DNA damage induced by 5-fluorouridine; Potency, µM (series often up to 46.1 µM), without a hit: top-dose activity change, negative = inhibition, usual class: inhibitors; 2.3% of 330,000 active; further: potency means the concentration at half of the fitted maximal effect; on the % scale 0 is the no-effect control and ±100 the full control effect; nearly all actives have a fitted effect of over 55% in size
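Cells (2,000 per well) received 5-fluorouridine plus test compound or DMSO and were incubated 16 hr at 37 °C, 5% CO2. Luciferase activity was read by luminescence 30 min after ONE-Glo addition; signal suppression marked inhibition of damage-induced ELG1 function.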
Eya2 phos inh: blocks the phosphatase activity of human Eya2; O00167; recombinant Eya2, OMFP fluorescence dephosphorylation (OMFP is methylfluorescein phosphate); Potency, µM (top dose mostly 76.9 µM), for inactives: at the highest dose activity, negative = inhibition, most hits filed as inhibitors; 0.006% of 330,000 active; further: potency means the concentration at half of the fitted maximal effect; on the % scale 0 is the no-effect control and ±100 the full control effect
Target sequence (O00167 whole entry, looked up): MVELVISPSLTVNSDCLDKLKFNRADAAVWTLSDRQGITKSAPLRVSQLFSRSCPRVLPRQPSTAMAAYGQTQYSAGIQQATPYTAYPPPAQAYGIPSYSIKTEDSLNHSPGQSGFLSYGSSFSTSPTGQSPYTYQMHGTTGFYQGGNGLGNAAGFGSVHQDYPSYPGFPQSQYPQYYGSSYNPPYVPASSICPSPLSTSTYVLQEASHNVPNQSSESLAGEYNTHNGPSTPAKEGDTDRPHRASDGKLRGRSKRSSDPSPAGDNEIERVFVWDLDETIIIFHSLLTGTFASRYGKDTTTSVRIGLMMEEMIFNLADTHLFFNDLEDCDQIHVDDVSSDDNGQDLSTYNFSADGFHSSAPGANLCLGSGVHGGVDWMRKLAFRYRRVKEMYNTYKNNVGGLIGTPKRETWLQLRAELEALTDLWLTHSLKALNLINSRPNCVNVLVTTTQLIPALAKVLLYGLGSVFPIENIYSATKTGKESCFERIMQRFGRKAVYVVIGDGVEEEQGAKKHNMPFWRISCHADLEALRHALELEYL
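Eya2 (0.2 uM) preincubated 10 min at ambient with compound, then OMFP substrate added at 50 uM; 10 min reaction in 50 mM HEPES pH 7.5, 50 mM NaCl, 5 uM MgCl2, 0.05% BSA, 1 mM DTT. Fluorescence read at Ex 485/Em 525 nm.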
PTAP TSG101 blk: blocks PTAP/TSG101 interaction to inhibit HIV-1 budding | Q99816 | Fluorescence polarization, FITC-PTAP peptide / Tsg101 binding | Potency, µM (top dose mostly 115 µM), without a hit: at the top dose activity change, negative = inhibition, most hits filed as inhibitors | 340,000 tested, under 10 active | AID 493005; active means well fitted inhibition curve with a large enough effect in the main read-out, with a control signal flat, not every such curve was filed as active; inconclusive means small, poorly fitted or top-dose-only effect, or effect the other way, or a change in a side signal; inactive means no such curve, though single readings can be large or run the other way; further: potency means the concentration at half of the fitted maximal effect; % of control where 0% means no effect
Target sequence (Q99816 whole entry, looked up): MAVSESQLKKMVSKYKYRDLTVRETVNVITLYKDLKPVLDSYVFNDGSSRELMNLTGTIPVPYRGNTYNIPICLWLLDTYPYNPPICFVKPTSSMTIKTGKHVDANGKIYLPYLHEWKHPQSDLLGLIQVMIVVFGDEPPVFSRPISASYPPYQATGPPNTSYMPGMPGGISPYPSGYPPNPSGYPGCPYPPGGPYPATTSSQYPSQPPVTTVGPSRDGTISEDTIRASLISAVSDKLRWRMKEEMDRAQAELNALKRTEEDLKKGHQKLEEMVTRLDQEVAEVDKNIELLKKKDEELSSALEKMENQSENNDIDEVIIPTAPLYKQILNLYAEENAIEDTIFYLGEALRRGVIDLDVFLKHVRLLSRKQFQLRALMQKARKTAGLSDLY
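Fluorescence polarization binding of Tsg101 binding domain (10 uM final) to FITC-labeled PTAP peptide (50 nM final) in HEPES pH 7.5 buffer with NaCl, Tween 20, EDTA, TCEP. Compounds added before peptide; binding 20 min at RT.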
a7 integrin act: integrin-mediated muscular dystrophy alleviation activation; alpha7betagal myoblasts, beta-gal FDG fluorescence, 48 h; Potency, µM (series often up to 38.3 µM), for inactives: at the highest dose activation, most hits filed as activators; 0.064% of 350,000 active; AID 624291;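 further: potency means the concentration at half of the fitted maximal effect; 100% = response of the positive control SU9516; nearly all actives have a fitted effect of over 60% in size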
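Alpha7betagal+/- myoblasts (passage 13) were plated 16-24 hr, then exposed to compounds (1:260 dilution of DMSO stock) for 48 hours at 37C. After MPER lysis, β-galactosidase reporter activity was read as FDG fluorescence (ex 480/em 540) after 30 minutes.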
ASM inhibitor: human S-ASM enzyme inhibition; AID 504937; P17405; placental ASM, HMU-PC fluorogenic substrate, 60 min; 0.006% of 340,000 active; Potency, µM (series often up to 57.5 µM), for the others: top-dose activity change, negative = inhibition, usual class: inhibitors; further: potency means the concentration at half of the fitted maximal effect
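Human placenta-derived ASM enzyme was preincubated with compound for 10 minutes at room temperature, then given fluorogenic substrate HMU-PC0 (9 uM final) for 60 minutes at 37 °C; a pH 10 stop preceded fluorescence reading at Ex 386/Em 447 nm.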
Mito fusion act: inhibitors of mitochondrial division or activators of mitochondrial fusion | S. cerevisiae fusion-defective mutant growth rescue, CellTiterGlo 48 h | 0.23% of 320,000 active | Potency, µM (titrated, usually from 46.1 µM), without a hit: at the highest dose growth rescue (activation), hits mostly activators;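 further: potency means the concentration at half of the fitted maximal effect; % of control where 0% means no effect; nearly all actives have a fitted effect of over 45% in size; temperature-sensitive fusion mutants such as fzo1-1 at 37 °C on non-fermentable ethanol glycerol medium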
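Luminescent cell viability in 1536-well qHTS format served as the measure of rescued growth in ts fusion-mutant S. cerevisiae cultured on non-fermentable YPEG for 48 hours at 37C.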
A-T KAP1 phos: potential ataxia-telangiectasia treatments restoring KAP-1 phosphorylation. […] A-T fibroblasts, KAP-1 phosphorylation AlphaLISA; neocarzinostatin DNA damage 30 min before lysis. Potency, µM (highest dose often 57.5 µM), without a hit: at the top dose activation, hits mostly activators. 0.19% of 320,000 active. AID 485349; further: potency means the concentration at half of the fitted maximal effect; % of control where 0% means no effect; nearly all actives have a fitted effect of over 45% in size
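hTERT-immortalized A-T patient fibroblasts ([…]), 500 cells/well in OPTI-MEM, 1% FBS, got compounds for 60 min, then NCS for 30 min at 37C. Lysates were then assayed for phospho-KAP-1 by AlphaLISA (anti-pKAP1 donor, anti-KAP1 acceptor beads), 6 hr at 25C.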
Chronic BCR inh: inhibitors of chronic active B-cell receptor signaling; ABC-DLBCL IkBa-CBG/CBR reporter, luminescence ratio, 4 h; Potency, µM (titrated, usually from 46.1 µM), without a hit: top-dose ratio change, negative = lower green/red ratio, usual class: inhibitors; 0.05% of 340,000 active; active means well fitted inhibition curve with a large enough effect in the signal ratio, with a control signal flat, not every such curve was filed as active; inconclusive means small, poorly fitted or top-dose-only effect, or effect the other way, or a change in a side signal; the % refers to the signal ratio;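 further: potency means the concentration at half of the fitted maximal effect; plate controls were basal doxycycline-induced cells for no effect and cells given 10 µM MG132 for full effect; MG132 reads +100%, hits lower the ratio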
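Doxycycline induced both beetle luciferases in TMD8 lymphoma cells; IKK-driven degradation limits the IkappaBalpha-fused green signal, while red luminescence normalises for cell number and nonspecific effects. Compounds tested up to 46 uM, 4 hrs.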
Tb PFK block: inhibitors of T. brucei phosphofructokinase | T. brucei PFK, ADP-Glo luminescence | Potency, µM (top dose mostly 57.5 µM), without a hit: at the highest dose activity, negative = inhibition, actives largely listed as inhibitors | O15648 | 0.17% of 330,000 active;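 further: potency means the concentration at half of the fitted maximal effect; 0% = uninhibited 1x PFK enzyme wells and -100% = no-enzyme wells; nearly all actives have a fitted effect of over 60% in size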
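PFK 1.25 nM, F6P 0.5 mM, ATP 0.1 mM, 0.1 M TEA pH 8.0, 5 mM MgCl2, 0.01% Tween20, 0.1% BSA; 45 min RT. ADP-Glo readout. qHTS titration up to 57 uM; curves fitted, compounds curve-classed.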
TCR act: activators of T cell receptors; primary human leukocytes, anti-CD3, IL-2 HTRF, 48 h; Potency, µM (highest dose often 9.22 µM), for inactives: top-dose activation of IL-2 secretion, actives largely listed as activators; 330,000 tested, under 10 active; AID 504894; further: % of control where 0% means no effect
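Compounds are tested in HTS on primary human leukocytes co-incubated with a-CD3 beads for 48 hr. IL-2 output is measured by time-resolved FRET.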
TSHR antag: antagonists of human thyroid stimulating hormone receptor | P16473 | TSHR-expressing cells, TSH-stimulated cAMP HTRF, 2 h; stronger effect = lower value | activity change, negative = inhibition, % at 11.5 µM | 0.2% of 330,000 active | AID 504810;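 active means activity change below a set negative limit, meaning inhibition stronger than a set level, cut at about -70% in these data; inconclusive means activity change between two set negative limits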; further: on the % scale 0 is the no-effect control and ±100 the full control effect
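TSHR-expressing cells were treated with compounds, then stimulated with TSH at EC80 (4nM final) for 2 hours at 37 deg C. Cellular cAMP was measured by HTRF competition between lysate cAMP and cAMP-d2 for a cryptate-labelled anti-cAMP antibody.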
* hit, by the source's call; ? = inconclusive; · = no result given; [ ] = dose if it differs, or a comment. Unless noted, the call rests on the fitted dose curve; in most records, active means well fitted curve in the direction sought with a large enough effect; inconclusive means small, poorly fitted or top-dose-only effect, or another doubt; inactive means no such curve, though single readings can be large; an effect the other way counts as inactive or inconclusive. The order is random (roughly 3.2% active in at least one column).

No.	smiles	ELG1 repair inh	Eya2 phos inh	PTAP TSG101 blk	a7 integrin act	ASM inhibitor	Mito fusion act	A-T KAP1 phos	Chronic BCR inh	Tb PFK block	TCR act	TSHR antag
1	COc1ccc(C(=O)N/C(=C\c2ccc(Cl)cc2)C(=O)NCC2CCCO2)cc1 (stereo not drawn)	1%	-15%	-5%	12%	0%	1%	-2%	-1%	3%	4%	14
2	O=C(c1c[nH]c(C(=O)C(Cl)(Cl)Cl)c1)c1ccccc1Cl	·	·	0%	-27%	0%	-7%	·	·	·	10%	·
3	CCCCn1c(SCC(=O)O)nc2ccccc21	9%	-10%	·	2%	9%	?	·	6%	0%	·	-12
4	COc1ccc(CNC(=O)C[C@H]2C[C@H](C(=O)N3CCOCC3)[C@@]3(CCC4CCCC4)c4[nH]c5ccc(Cl)cc5c4CCN3C2=O)cc1OC	?	-2%	-2%	14%	-22%	·	-4%	1%	0%	4%[46.1 µM]	-2
5	Cc1ccccc1-n1cc(CNC(=O)CCc2nnc(CCc3ccccc3)o2)cn1	9%	-18%	-5%	0%	-2%	-3%	2%	13%	1%	1%	-6
6	COc1cccc(CNC(=O)Cn2nc(C)c([N+](=O)[O-])c2C)c1	-8%	?	-2%	24%	-7%	1%	3%	1%	1%	-1%	-4
7	Cc1ccc2c(c1)c1nnc(SCC(=O)Nc3ccc(N(C)C)cc3)nc1n2CC(=O)O	11%	8%	0%	11%	3%	4%	-12%	5%	?	-3%	?
8	CCNC(=S)N/N=C/c1cc(C)n(-c2ccc(Cl)cc2)c1C	?	15%	-1%	-14%	-16%	29%	13%	-23%	-3%	·	8
9	COc1ccc(CCC(=O)OCC(=O)c2cccc(OC)c2)cc1	11%	5%	0%	-14%	1%	4%	1%	2%	-3%	0%	3
10	O=C(O)c1ccc(NCc2nc3ccccc3n2CCOc2ccccc2Cl)cc1	6%	10%	3%	-18%	-7%	10%	6%	-7%	-4%	-2%	1
11	CN1CCc2c(sc(/N=C/c3cccs3)c2C(N)=O)C1	?	2%	-1%	-5%	451%[activator]	0%	1%	0%	4%	-1%	-6
12	Cc1ccccc1Nc1nc(N)nc(COC(=O)c2cccc(S(=O)(=O)N(C)c3ccccc3)c2)n1	?	5%	-4%	7%	7%	15%	-3%	?	0%	1%[46.1 µM]	-6
13	CC(=O)c1cc2c(cc1NC(=O)Cn1cnc3ccccc3c1=O)OCO2	0%	-18%	-2%	-9%	43%	-1%	-3%	0%	0%	1%	-4
14	COc1cccc(C(=O)OCC(=O)N2CCc3ccccc3C2)c1OC	-8%	-5%	2%	14%	0%	·	8%	-1%	0%	17%	-6
15	Cc1cc(O)c(C(C)C)cc1N=Cc1cc([N+](=O)[O-])ccc1O	10%	-17%	-12%	11%	-7%	-4%	-1%	6%	-13%	4%	-2
16	Cc1ccc(NS(=O)(=O)c2ccc3c(c2)CC(=O)N3)cc1C	-1%	-9%	0%	0%	-3%	-1%	13%	-4%	-2%	2%	-1
17	COc1cccc(N/C(SCc2ccccc2Cl)=C(/C#N)C(=O)NCc2cccs2)c1	-19%	0%	-2%	1%	-1%	0%	3%	10%	-1%	5%[46.1 µM]	-15
18	O=C(Nc1ccccc1Cl)Nn1cnnc1	1%	-5%	0%	?	0%	0%	2%	4%	0%	4%	-6
19	CCn1ncc(NC(=S)Nc2ccc(OC)c(OC)c2)c1C(N)=O	8%	5%	2%	-5%	4%	-2%	6%	-3%	-1%	7%	3
20	COC(=O)c1cccc(Cn2c(Cl)c(/C=N/NC(=O)c3ccco3)sc2=O)c1	-13%	-5%	-1%	-14%	-5%	-7%	0%	-24%	-11%	-1%	-14
21	O=C(CN1C2=NCCN2c2ccccc21)c1cccs1	-6%	2%	-4%	5%	-2%	-1%	-2%	2%	0%	-7%[46.1 µM]	18
22	OCC#CCSc1nnc(-c2ccccc2Br)o1	?	1%	-2%	-11%	2%	-2%	22%	?	-5%	1%	-3
23	CCN1CCN(S(=O)(=O)c2cccs2)CC1	3%	10%	-3%	-2%	4%	-1%	0%	?	-2%	-2%	7
24	COC(=O)c1ccc(COc2ccc(-c3nnn(CC(=O)NC(C)(C)C)n3)cc2)cc1	19%	5%	1%	-10%	0%	-3%	-1%	-4%	3%	1%[46.1 µM]	22
25	CC(=O)Nc1ccc(C(=O)OCCC(C)C)cc1	?	-16%	-6%	-3%[7.66 µM]	-2%	?	-1%	?	-2%	0%	-2
26	O=C(NCC1(c2ccccc2)CCCC1)c1ccccc1Br	?	-5%	-3%	-16%	-2%	?	2%	0%	-2%	-1%[46.1 µM]	-2
27	Cc1ccccc1NC(=O)Cc1nc(COC(=O)CCc2ccccc2)cs1	4%	2%	3%	11%	3%	6%	10%	0%	-1%	-3%	21
28	COc1ccc(-c2cc(C(=O)NC3CCCC3)c3ccccc3n2)cc1	-16%	-1%	-1%	-31%	44%[activator]	-1%	13%	0%	1%	1%	-10
29	O=[N+]([O-])c1ccc2nc(Cl)nc(-c3ccccc3)c2c1	0%	-21%	-11%	2%	-2%	-11%	20%	2%	-1%	-25%	-20
30	C=CCNC(=S)N1CCN(CCN=Cc2c(C)[nH]n(-c3ccc([N+](=O)[O-])cc3)c2=O)CC1	19%	7%	-2%	9%	-1%	4%	-3%	?	0%	7%	0

Molecules from the list above that have a nitro group on carbon, in the order listed:
No.	smiles	ELG1 repair inh	Eya2 phos inh	PTAP TSG101 blk	a7 integrin act	ASM inhibitor	Mito fusion act	A-T KAP1 phos	Chronic BCR inh	Tb PFK block	TCR act	TSHR antag
6	COc1cccc(CNC(=O)Cn2nc(C)c([N+](=O)[O-])c2C)c1	-8%	?	-2%	24%	-7%	1%	3%	1%	1%	-1%	-4
15	Cc1cc(O)c(C(C)C)cc1N=Cc1cc([N+](=O)[O-])ccc1O	10%	-17%	-12%	11%	-7%	-4%	-1%	6%	-13%	4%	-2
29	O=[N+]([O-])c1ccc2nc(Cl)nc(-c3ccccc3)c2c1	0%	-21%	-11%	2%	-2%	-11%	20%	2%	-1%	-25%	-20
30	C=CCNC(=S)N1CCN(CCN=Cc2c(C)[nH]n(-c3ccc([N+](=O)[O-])cc3)c2=O)CC1	19%	7%	-2%	9%	-1%	4%	-3%	?	0%	7%	0

Carrying on.
No.	smiles	ELG1 repair inh	Eya2 phos inh	PTAP TSG101 blk	a7 integrin act	ASM inhibitor	Mito fusion act	A-T KAP1 phos	Chronic BCR inh	Tb PFK block	TCR act	TSHR antag
31	O=C1NCCCC2c3cc(O)c4ccccc4c3OC12N1CCCCC1 (stereo not drawn)	?	1%	·	·	·	-11%	4%	?	-3%	·	13
32	CC(=O)c1ccc(S(=O)(=O)NCCC(=O)N2CCN(c3ccccn3)CC2)cc1	-5%	3%	-3%	-2%	-1%	1%	-12%	0%	-2%	·	18
33	COC(=O)Cc1cc(=O)[nH]c(/N=C(\N)Nc2ccc(C(C)C)cc2)n1	-20%	-13%	1%	5%	-2%	-6%	6%	-1%	-7%	7%	-2
34	COc1ccc(Cl)cc1NC(=S)N1CCN(c2ncccn2)CC1	3%	8%	-4%	-9%	-1%	3%	0%	?	3%	-5%	-5

Single values from above:
In Chronic BCR inh, CC(=O)c1ccc(S(=O)(=O)NCCC(=O)N2CCN(c3ccccn3)CC2)cc1 is entered as 0%
In Mito fusion act, COc1ccc(Cl)cc1NC(=S)N1CCN(c2ncccn2)CC1 is entered as 3%
